Source: PubChem BioAssay
Bim-Bcl-2: human Bim-Bcl-2 interaction inhibition | Bead-based flow cytometry, Bim peptide-Bcl-2 binding | inhibition, % at 10 µM | hit rate 0.06% among 190,000 | AID 950; in the data active means inhibition above about 40%; inconclusive means no clear call, values can overlap the other calls;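 further: 0% = no compound wells with probe peptide and 100% = reference peptide inhibitor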
Target sequence (P10415 whole entry, looked up): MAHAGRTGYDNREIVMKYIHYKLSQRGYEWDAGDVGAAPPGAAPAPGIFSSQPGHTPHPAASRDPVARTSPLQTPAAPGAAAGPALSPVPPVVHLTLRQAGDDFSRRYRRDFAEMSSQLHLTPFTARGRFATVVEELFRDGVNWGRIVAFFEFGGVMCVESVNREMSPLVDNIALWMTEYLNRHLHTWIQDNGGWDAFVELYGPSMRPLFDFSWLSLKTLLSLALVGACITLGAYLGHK
Bim-Bcl-W: human Bim-Bcl-W interaction inhibition | Q92843 | bead-based flow cytometry, Bim peptide-Bcl-W binding | inhibition, % at 10 µM | hit rate 0.02% among 190,000;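 further: 0% = bound tracer without compound and 100% = peptide blocker; higher means less fluorescent Bim peptide bound to Bcl-W beads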
Target sequence (Q92843 whole entry, looked up): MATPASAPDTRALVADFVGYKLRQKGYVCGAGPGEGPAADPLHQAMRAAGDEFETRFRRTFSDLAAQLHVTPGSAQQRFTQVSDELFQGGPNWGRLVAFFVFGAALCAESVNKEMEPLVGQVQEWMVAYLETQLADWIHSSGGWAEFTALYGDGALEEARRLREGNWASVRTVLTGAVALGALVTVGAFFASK
Bfl-1 Bim block: human Bim-Bfl-1 interaction inhibition; Bead-based flow cytometry, Bim-Bfl-1 binding inhibition; Q16548; hit rate 0.12% among 190,000; AID 1008; inhibition, % at 10 µM;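 further: 0% = wells without compound plus tracer and 100% = blocker peptide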
Mcl1 Bid PPI: Mcl-1/Bid interaction inhibition | TR-FRET Mcl-1/Bid-Dy647 peptide binding, 1536-well | inhibition, % at 21.7 µM | hit rate 0.97% among 220,000;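 active means compounds that cut the binding signal by more than half at the single screening dose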;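 further: His-tagged Mcl-1 with europium anti-His antibody binding Bid BH3 peptide; 0% = Mcl-1 plus peptide wells and 100% = peptide-only wells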
Bcl-XL Bim block: disrupts Bim peptide binding to human Bcl-XL. hit rate 0.04% among 190,000. inhibition, % at 10 µM. bead flow cytometry, fluorescence. AID 1007. Q07817
Target sequence (Q07817 whole entry, looked up): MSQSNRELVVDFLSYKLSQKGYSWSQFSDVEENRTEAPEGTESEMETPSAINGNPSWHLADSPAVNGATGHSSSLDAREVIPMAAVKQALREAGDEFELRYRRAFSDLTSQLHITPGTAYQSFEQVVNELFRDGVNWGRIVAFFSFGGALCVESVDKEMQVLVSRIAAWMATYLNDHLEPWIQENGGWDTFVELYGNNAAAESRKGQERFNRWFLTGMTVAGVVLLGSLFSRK
RGS4-Gao reg: human RGS4-Galphao interaction regulation. P09471. binding response (% of control), % at 10 µM. hit rate 0.33% among 220,000. AID 1415. Multiplexed bead flow cytometry, RGS4-Galphao binding; actives lie on both sides; in the data active means binding response below about 49% or above about 150%; inactive means in between;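 further: fluorescent Galphao activated with aluminum fluoride binding bead-coupled RGS4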
Target sequence (P09471 whole entry, looked up): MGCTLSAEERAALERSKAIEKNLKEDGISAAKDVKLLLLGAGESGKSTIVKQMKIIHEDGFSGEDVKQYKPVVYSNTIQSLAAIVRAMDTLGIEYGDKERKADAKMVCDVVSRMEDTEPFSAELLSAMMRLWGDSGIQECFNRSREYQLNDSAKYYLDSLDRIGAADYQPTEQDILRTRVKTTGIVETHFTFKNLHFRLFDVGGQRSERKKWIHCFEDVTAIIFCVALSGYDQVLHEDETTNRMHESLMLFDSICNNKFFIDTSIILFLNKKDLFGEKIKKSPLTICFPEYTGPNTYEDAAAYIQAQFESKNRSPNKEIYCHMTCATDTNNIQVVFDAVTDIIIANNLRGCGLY
Mcl-1 Bim block: disrupts Bim peptide binding to human Mcl-1. inhibition, % at 10 µM. AID 1009. Bead-based flow cytometry, Bim peptide-Mcl-1 binding. Q07820. hit rate 0.1% among 190,000;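 further: 0% = no compound tracer wells and 100% = peptide blocker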
RGS7-Gao: regulators of human RGS7-Galphao interaction | P09471 | Multiplexed bead flow cytometry, RGS7-Galphao binding; actives lie on both sides | binding response (% of control), % at 10 µM | hit rate 0.35% among 220,000 | AID 1439; in the data active means binding response below about 49% or above about 150%; inconclusive means no clear call, values can overlap the other calls; inactive means in between;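 further: fluorescent Galphao held in activated GDP-AlF4 state binding bead-coupled RGS7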
Mcl1 Noxa PPI: Mcl-1/Noxa interaction inhibition; TR-FRET Mcl-1/Noxa peptide binding, 2 h; inhibition, % at 21.7 µM; hit rate 1.5% among 220,000; AID 1022;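 active means compounds that cut the protein-peptide binding signal by more than 50% relative to plate controls in a single-dose test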;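 further: His-tagged Mcl-1 with rhodamine Noxa BH3 peptide and terbium anti-His antibody; 0% = Mcl-1 plus Noxa peptide wells and 100% = peptide-only wells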
Bcl-B Bim block: disrupts Bim peptide binding to human Bcl-B; Q9HD36; bead-based flow cytometry; hit rate 0.073% among 190,000; inhibition, % at 10 µM; AID 951;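 further: 0% = tracer peptide without compound and 100% = reference inhibitor peptide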
RGS8-Gao: modulates binding of RGS8 to human Galphao | multiplexed bead flow cytometry; actives lie on both sides | response (percent of control binding), % at 10 µM | hit rate 0.34% among 220,000 | AID 1423; in the data active means response below about 60% or above about 140%; inactive means in between;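 further: Galphao activated as the GDP aluminium fluoride complex binding bead-coupled RGS8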
Numbers without * were called inactive; u = inconclusive; x = no result given. Unless noted, no stated cut-off is given here; in the data, active means inhibition above about 40%.

smiles	Bim-Bcl-2	Bim-Bcl-W	Bfl-1 Bim block	Mcl1 Bid PPI	Bcl-XL Bim block	RGS4-Gao reg	Mcl-1 Bim block	RGS7-Gao	Mcl1 Noxa PPI	Bcl-B Bim block	RGS8-Gao
N/C(Cc1ccc(Cl)cc1Cl)=N\OC(=O)c1cccs1	-3	3	-8	-14	-10	97	1	98	7	-6	97
O=C(Nc1nc2ccc(S(=O)(=O)N3CCCCC3)cc2s1)c1cccnc1	-6	4	-1	-14	-1	105	1	110	26	-10	99
CC(C)(C)S(=O)(=O)c1cnc(-c2cnccn2)nc1N	x	x	x	6	x	112	x	u	25	x	108
COc1cccc(C2=NOC(C(=O)Nc3ccc(C(C)=O)cc3)C2)c1 (configuration not stated)	-13	-2	-14	-3	-4	97	-2	97	7	-8	96
CSc1ccc(/C=N/N2CCN(Cc3ccc(C)cc3C)CC2)cc1	-2	2	-3	-31	-2	97	1	u	7	-1	98
CC(NC(=O)COc1ccccc1)C(c1ccccc1)N1CCN(C)CC1 (configuration not stated)	-12	-5	-18	-10	-10	98	-3	98	-14	-12	100
O=C(CSc1nnc2ccccn12)Nc1ccccc1C(=O)O	1	-2	1	1	-3	72	-1	73	6	3	103
CN(c1cccc(NC(=O)c2cccc([N+](=O)[O-])c2)c1)S(C)(=O)=O	-1	0	-7	-13	1	102	0	104	22	-1	100

In the list so far, these have nitrogen in an aromatic ring.
smiles	Bim-Bcl-2	Bim-Bcl-W	Bfl-1 Bim block	Mcl1 Bid PPI	Bcl-XL Bim block	RGS4-Gao reg	Mcl-1 Bim block	RGS7-Gao	Mcl1 Noxa PPI	Bcl-B Bim block	RGS8-Gao
O=C(Nc1nc2ccc(S(=O)(=O)N3CCCCC3)cc2s1)c1cccnc1	-6	4	-1	-14	-1	105	1	110	26	-10	99
CC(C)(C)S(=O)(=O)c1cnc(-c2cnccn2)nc1N	x	x	x	6	x	112	x	u	25	x	108
O=C(CSc1nnc2ccccn12)Nc1ccccc1C(=O)O	1	-2	1	1	-3	72	-1	73	6	3	103

(further entries)
smiles	Bim-Bcl-2	Bim-Bcl-W	Bfl-1 Bim block	Mcl1 Bid PPI	Bcl-XL Bim block	RGS4-Gao reg	Mcl-1 Bim block	RGS7-Gao	Mcl1 Noxa PPI	Bcl-B Bim block	RGS8-Gao
C(=N\n1cnnc1)/c1cn(Cc2ccccc2)c2ccccc12	-1	0	0	-11	-2	92	-1	101	8	0	99
O=C(Cn1cnc2ccccc2c1=O)NCCC(=O)N1CCN(Cc2ccccc2)CC1	-8	0	-16	-27	-7	97	0	96	10	-7	98
CN(C(=S)Nc1ccccc1F)C1(c2ccccc2Cl)CCCCC1=O (configuration not stated)	-1	-3	-3	-16	-5	102	-1	106	0	-2	102
COc1cc([N+](=O)[O-])cc2cc(C(=O)NC(C)(C)C)c(=O)oc12	1	-2	-1	0	-2	93	-2	119	8	-1	96
Brc1ccc(-c2cn3c(n2)SCC3)cc1	-6	-4	-12	-76	-5	102	-3	119	0	-10	112
C=CCOc1ccc(C2/C(=C(\O)c3ccc(F)cc3)C(=O)C(=O)N2CCCN(C)C)cc1 (configuration not stated)	-3	0	-10	-4	-8	105	2	104	7	-5	98
CCOC(=O)COn1c(=O)c(=O)n(O)c2ccccc21	-2	-4	-1	0	-4	104	-4	103	18	-4	100
O=C(Nc1ccc(C(=O)O)cc1)/C(=C/c1ccc2c(c1)OCO2)NC(=O)c1cccc(Br)c1	-4	-1	-3	11	-3	110	0	107	-1	-3	104

Next section.
smiles	Bim-Bcl-2	Bim-Bcl-W	Bfl-1 Bim block	Mcl1 Bid PPI	Bcl-XL Bim block	RGS4-Gao reg	Mcl-1 Bim block	RGS7-Gao	Mcl1 Noxa PPI	Bcl-B Bim block	RGS8-Gao
CCOc1ccc(Cc2nnc(N)s2)cc1OCC	0	5	-4	-24	1	97	3	102	-9	-2	97
S=c1[nH]cc(-c2ccc(Cl)cc2)n1Cc1ccccc1	x	x	x	-30	x	98	x	u	-8	x	98
Cn1c2c(c(=O)n(C)c1=O)CN(CC1CCCO1)CN2 (configuration not stated)	-10	0	-12	-8	-5	97	0	96	-8	-5	99
CCCc1nc2ccccc2n1Cc1ccccc1OC	-3	-3	-5	-10	-4	97	0	97	16	-4	97
CC1CCC2(CC1)NC(=O)N(CC(=O)c1cn(CCC#N)c3ccccc13)C2=O (configuration not stated)	x	x	x	6	x	96	x	u	-5	x	97
COc1ccc(-c2ccc([C@H]3[C@H]4C=CC[C@@H](C)[C@@H]4C(=O)N3Cc3ccccc3)c(F)c2)cc1OC	x	x	x	-28	x	98	x	u	5	x	100
Cc1nc(S(=O)(=O)Nc2ccccc2C(=O)NCC2CC2)cn1C	x	x	x	-6	x	93	x	u	28	x	96
COc1ccc(Nc2nc(N)nc(CN3CCC(C)CC3)n2)cc1	-7	-4	-8	-19	-4	103	-5	105	-2	-3	105

Going on with the list:
smiles	Bim-Bcl-2	Bim-Bcl-W	Bfl-1 Bim block	Mcl1 Bid PPI	Bcl-XL Bim block	RGS4-Gao reg	Mcl-1 Bim block	RGS7-Gao	Mcl1 Noxa PPI	Bcl-B Bim block	RGS8-Gao
CCCn1c(SCC(=O)NC2CCCC(C)C2C)n[nH]c1=O (configuration not stated)	-3	4	-5	-7	0	103	0	101	20	-5	101
Cc1ccc(-c2nnc(NCc3nc4ccccc4[nH]3)c3ccccc23)cc1S(=O)(=O)N1CCCCC1	-7	-5	-3	-12	-8	96	-3	97	-34	-5	98
CCCC[C@@H]1CNC(=O)C(=O)N1CCc1cc(C(F)(F)F)cc(C(F)(F)F)c1	x	x	x	-29	x	102	x	u	2	x	100
C=CCn1c(N)c(S(=O)(=O)c2cccs2)c2nc3ccccc3nc21	0	1	2	-13	0	92	0	95	27	0	95
COc1ccc(C(=O)NCC(=O)N/N=C/C=C/c2ccccc2)cc1OC	-1	4	-2	-40	-3	102	2	101	14	-1	100
CCOC(=O)CCNc1n[nH]c(=O)[nH]c1=O	-7	0	-10	-2	-6	100	1	100	2	-6	98
COc1ccc2[nH]c(=O)c(CN(C)C(=O)C3CCCCC3)cc2c1	0	2	2	-9	0	106	-1	102	-6	2	102
Cn1c(=O)c2c(ncn2CC(=O)N2CCCc3ccccc32)n(C)c1=O	-17	-8	-24	-26	-15	96	-9	94	9	-14	98

Going on with the list:
smiles	Bim-Bcl-2	Bim-Bcl-W	Bfl-1 Bim block	Mcl1 Bid PPI	Bcl-XL Bim block	RGS4-Gao reg	Mcl-1 Bim block	RGS7-Gao	Mcl1 Noxa PPI	Bcl-B Bim block	RGS8-Gao
CCC(CC)C(=O)c1c[nH]c(C(=O)N2CCN(c3ccccc3)CC2)c1	-1	1	-3	-2	-1	102	-1	102	5	-5	100
CC1(C)O[C@H]2OC([C@H](O)CON3C(=O)c4ccccc4C3=O)[C@H](O)[C@H]2O1 (some centres not stated)	0	-2	-3	0	-6	99	-1	99	3	-4	100
CCn1c(SCC(=O)N/N=C/c2cccs2)nc2ccccc21	-12	-2	-12	0	-3	102	-3	102	15	-9	100
N#CCSc1nc(N)c(C#N)c(C2CCCCC2)c1C#N	-8	-3	-14	26	-13	101	0	94	6	-7	101
O=C(O)c1ccccc1-c1ccccc1C(=O)Nc1nc2ccccc2s1	x	x	x	19	x	102	x	u	25	x	102
COc1ccc(C(C(=O)NC2CCCCC2)N(Cc2cccs2)C(=O)Cc2c[nH]c3ccccc23)cc1OC (configuration not stated)	-6	-1	-14	-4	-15	95	0	96	-7	-6	97
Cc1ccc(/C=N/NC(=O)CSc2nc3nc(C)cc(C)n3n2)cc1	-2	0	-2	-4	1	103	-1	105	10	0	101
Cc1ccc(N2C(=O)N(CC(=O)NC(N)=O)C(=O)C2C)cc1 (configuration not stated)	0	-1	-3	-20	-2	109	-1	106	-2	-2	102

Other compounds:
smiles	Bim-Bcl-2	Bim-Bcl-W	Bfl-1 Bim block	Mcl1 Bid PPI	Bcl-XL Bim block	RGS4-Gao reg	Mcl-1 Bim block	RGS7-Gao	Mcl1 Noxa PPI	Bcl-B Bim block	RGS8-Gao
CCOc1ccc(N2C(=O)CC(N3CCN(C(=O)CN4CCCC4)CC3)C2=O)cc1 (configuration not stated)	0	1	0	-13	-1	101	-2	98	4	0	102
Cn1cccc1C1C(C#N)=C(N)OC2=C1C(=O)CC(C)(C)C2 (configuration not stated)	0	4	-5	-62	-1	101	-2	96	4	0	100
Cc1oc(-c2ccccc2Cl)nc1CN(Cc1ccccn1)C[C@@H]1CCC(=O)N1	-1	-3	-4	-17	0	101	0	103	9	0	99
CCC(C)c1ccc(NC(=O)c2cccnc2)cc1 (configuration not stated)	-1	-3	-5	-10	-3	99	-1	97	27	0	92
CC(NC(=O)NNC(N)=S)(C(F)(F)F)C(F)(F)F	x	x	x	-174	x	96	x	u	9	x	98
S=C(NCCc1ccccn1)Nc1ccccc1Cl	-2	-4	-7	-33	-3	103	1	108	6	-6	100
COc1ccc(NC(=O)Nc2c(C)n(C)n(-c3ccccc3)c2=O)cc1	-10	1	-9	-24	-2	103	-1	103	-1	-5	100
N/C(=N\N=C\c1cccc(O)c1)c1nonc1N	-1	1	-4	-25	3	96	0	u	9	0	101

Overlap with the part before: 7 compounds; new compounds follow.
smiles	Bim-Bcl-2	Bim-Bcl-W	Bfl-1 Bim block	Mcl1 Bid PPI	Bcl-XL Bim block	RGS4-Gao reg	Mcl-1 Bim block	RGS7-Gao	Mcl1 Noxa PPI	Bcl-B Bim block	RGS8-Gao
Cn1cccc1C1C(C#N)=C(N)OC2=C1C(=O)CC(C)(C)C2 (configuration not stated)	0	4	-5	-62	-1	101	-2	96	4	0	100
Cc1oc(-c2ccccc2Cl)nc1CN(Cc1ccccn1)C[C@@H]1CCC(=O)N1	-1	-3	-4	-17	0	101	0	103	9	0	99
CCC(C)c1ccc(NC(=O)c2cccnc2)cc1 (configuration not stated)	-1	-3	-5	-10	-3	99	-1	97	27	0	92
CC(NC(=O)NNC(N)=S)(C(F)(F)F)C(F)(F)F	x	x	x	-174	x	96	x	u	9	x	98
S=C(NCCc1ccccn1)Nc1ccccc1Cl	-2	-4	-7	-33	-3	103	1	108	6	-6	100
COc1ccc(NC(=O)Nc2c(C)n(C)n(-c3ccccc3)c2=O)cc1	-10	1	-9	-24	-2	103	-1	103	-1	-5	100
N/C(=N\N=C\c1cccc(O)c1)c1nonc1N	-1	1	-4	-25	3	96	0	u	9	0	101
CCN(CC)CC(=O)Nc1nn(-c2ccccc2)nc1C(N)=O	-3	1	-4	-23	-4	107	1	101	-12	-3	105
CCOC(=O)N1CCN(Cc2c(NC(=O)c3ccco3)sc(C)c2C)CC1	-2	-1	-3	-45	-4	99	-2	94	-6	-8	102
Cc1ccc(Cn2nc(-c3ccccc3)nc2-c2ccccc2)cc1	-11	-1	-18	-39	-5	95	-3	98	3	-8	104
CN(NC(=O)c1ccccc1Cl)c1ncc(C(F)(F)F)cc1Cl	x	x	x	-1	x	98	x	u	-1	x	100
Cc1nn(C)c(C)c1CN(C)S(=O)(=O)c1ccc(F)cc1	-3	0	-2	0	-2	104	-1	103	-22	0	105
CCCOc1ccc(C(=O)NC(=S)Nc2nc(C)c(C(=O)N(C)C)s2)cc1	-7	0	-15	-17	-3	94	-3	94	23	-3	99
Cc1ccc(NC(=O)c2onc(C)c2Cl)cc1	-8	0	-13	-13	-4	106	-2	104	-5	-7	103
COCCSc1nc2c(c(=O)[nH]c(=O)n2C)n1CCC(C)C	-3	0	-9	-24	-5	99	1	100	-6	-5	98
